CHRM4 PAM – positive allosteric modulators of human muscarinic M4 receptor. P08173. CHO-K1 hM4/Gqi5, Fluo-8 calcium fluorescence, ACh EC20; 0% = ACh EC20, 100% = maximal ACh. activation, % at 3 µM. hit rate 0.4% among 360,000;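 active means activation above its plate's cutoff, the mean activation of sample wells plus 3 SD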; further: some results filed as inactive read as strong as hits
Target sequence (P08173 whole entry, looked up): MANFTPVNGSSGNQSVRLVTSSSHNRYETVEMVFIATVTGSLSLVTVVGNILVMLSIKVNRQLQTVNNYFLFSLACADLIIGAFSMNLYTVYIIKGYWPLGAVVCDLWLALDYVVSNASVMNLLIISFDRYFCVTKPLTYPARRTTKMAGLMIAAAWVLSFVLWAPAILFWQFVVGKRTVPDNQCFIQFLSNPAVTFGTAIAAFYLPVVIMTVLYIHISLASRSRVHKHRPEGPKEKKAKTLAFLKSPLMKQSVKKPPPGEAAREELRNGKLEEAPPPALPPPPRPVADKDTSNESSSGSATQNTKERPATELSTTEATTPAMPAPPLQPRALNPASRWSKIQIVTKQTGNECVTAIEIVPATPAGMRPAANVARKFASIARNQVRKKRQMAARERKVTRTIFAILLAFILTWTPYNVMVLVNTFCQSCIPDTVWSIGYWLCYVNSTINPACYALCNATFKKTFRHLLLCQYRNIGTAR
CHRM4 agonist – CHRM4 agonism in calcium assay; AID 624127; hit rate 0.14% among 360,000; P08173; activation, % at 3 µM; CHO-K1 hM4/Gqi5, Fluo-8 calcium fluorescence; vehicle 0%, full acetylcholine response 100%;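 active means activation above the run mean over all test wells plus 3 SD, cut at about 32% in these data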;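 further: peak over basal fluorescence ratio per well then scaled between controls; 0% = DMSO wells and 100% = acetylcholine at EC100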
M5 PAM – CHRM5 positive allosteric modulation. CHO-K1 hM5, Fluo-8 calcium, ACh EC20 PAM; 0% = ACh EC20, 100% = ACh EC100. activation, % at 3 µM. hit rate 0.3% among 360,000;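 active means activation above the run cutoff, the mean activation of all test compounds plus 3 SD, cut at about 18% in these data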
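system = human M5 receptor in CHO-K1 cells | compound = one concentration, 3 µM final (nominal) | schedule = Post-acetylcholine fluorescence recording 140 s | signal = Fluo-8 calcium dye fluorescence, kinetic read | benchmarks = low control EC20 acetylcholine (0%), high control EC100 acetylcholine (100%) | repeats = singlicate, one well per test compound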
M5 ag – agonists of human muscarinic M5 receptor (CHRM5) | P08912 | CHO-K1 hM5 cells, Fluo-8 calcium fluorescence; 0% DMSO wells, 100% maximal acetylcholine response | activation, % at 3 µM | hit rate 0.19% among 360,000 | AID 624037;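 active means activation above the run's mean over test compounds plus 3 SD, cut at about 23% in these data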;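 further: signal is peak over basal fluorescence ratio across the kinetic read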
CRFBP-R2 block – CRF-BP/CRF-R2 complex antagonism; HEK293 CRF-R2/CRF-BP, CRF-induced calcium fluorescence; inhibition, % at 11.8 µM; hit rate 0.59% among 350,000; AID 588475;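 active means inhibition of the ligand-induced calcium signal above about 50% at the single tested concentration, limit read from the data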
CHRM5 antagonist – CHRM5 antagonism in calcium assay | P08912 | CHO-hM5 cells, Fluo-8 calcium fluorescence, ACh EC80 | inhibition, % at 3 µM | hit rate 0.59% among 360,000 | AID 624040;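 active means inhibition above a per-plate cutoff, the mean of that plate's test compounds plus 3 SD, cut at about 27% in these data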;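 further: 0% = acetylcholine EC80 with DMSO and 100% = DMSO without agonist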
M1 PAM – potentiates human M1 receptor response to acetylcholine; hit rate 0.088% among 360,000; activation, % at 3 µM; CHO-K1 hM1, Fluo-8 calcium fluorescence, ACh EC20; 0% = ACh EC20, 100% = maximal ACh; P11229; in the data active means activation above about 19%, passing the limit was not always enough
Target sequence (P11229 whole entry, looked up): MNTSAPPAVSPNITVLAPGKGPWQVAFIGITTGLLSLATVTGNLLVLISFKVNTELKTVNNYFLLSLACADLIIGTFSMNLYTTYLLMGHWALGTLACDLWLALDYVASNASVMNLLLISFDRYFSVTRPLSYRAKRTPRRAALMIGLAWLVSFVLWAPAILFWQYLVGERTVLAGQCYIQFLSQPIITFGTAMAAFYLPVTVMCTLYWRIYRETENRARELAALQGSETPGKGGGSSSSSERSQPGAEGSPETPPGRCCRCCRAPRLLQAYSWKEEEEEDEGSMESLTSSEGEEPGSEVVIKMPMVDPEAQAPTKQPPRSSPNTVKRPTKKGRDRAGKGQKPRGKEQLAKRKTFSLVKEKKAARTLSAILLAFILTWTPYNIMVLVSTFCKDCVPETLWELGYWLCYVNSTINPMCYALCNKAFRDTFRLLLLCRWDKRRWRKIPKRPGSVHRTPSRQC
M4 antag – blocks acetylcholine activation of human M4 receptor | P08173 | CHO-hM4 cells, ACh EC80, Fluo-8 calcium fluorescence | inhibition, % at 3 µM | hit rate 0.73% among 360,000;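 active means inhibition above its plate's cutoff, the mean inhibition of sample wells plus 3 SD, cut at about 27% in these data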;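 further: 0% = acetylcholine EC80 with DMSO and 100% = DMSO without agonist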
CRFBP-R2 agonist – agonists of human CRF-binding protein/CRF-R2 receptor complex | HEK293 CRF-R2/CRF-BP, calcium dye fluorescence (FLIPR); percent of saturating CRF peptide response | activation, % at 13.2 µM | hit rate 0.46% among 350,000 | AID 588473;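 active means activation of at least 50%, plus an integration ratio under a set limit after plate pattern correction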;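 further: plate controls were neutral control wells without compound for no effect and CRF at EC100 for full effect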
Numbers without * were called inactive; . = not tested or not shown.

SMILES	CHRM4 PAM	CHRM4 agonist	M5 PAM	M5 ag	CRFBP-R2 block	CHRM5 antagonist	M1 PAM	M4 antag	CRFBP-R2 agonist
COC(=O)CC1C(=O)NCCN1C(=O)Nc1ccc(Cl)cc1 (configuration not stated)	1	2	6	0	25	-1	3	-2	-2.4
COc1ccc(C(=O)COC(=O)c2c(-c3ccccc3)noc2C)c(OC)c1	1	2	-5	1	13	13	0	5	3.4
O=[N+]([O-])c1ccc(N2CCOCC2)nc1	3	1	5	2	19	-12	8	-10	-0.8
COc1cccc(/C=C/c2n[nH]c(=O)c(C#N)c2C)c1	-5	0	3	-2	-4	6	0	8	1.1
CCCCC(=O)OCC(=O)Nc1ccc(SC(F)F)cc1	4	1	3	-4	1	6	4	6	-1.4
CCCCCC(=O)N1C[C@H](O)[C@@H](n2cc(C3CC3)nn2)C[C@@H]1c1ccc(C)cc1	-3	3	-6	1	-2	9	0	-5	0.2
CCOc1ccc(-c2nc(C)sc2CC(=O)O)cc1	5	1	-1	-2	-24	-12	7	-16	-2.7
Cc1ccc(-n2nc(C)c3onc(C)c3c2=O)cc1	-15	8	-4	-1	24	12	-3	4	2.8
O=c1cnn(Cc2ccc(Cl)c(Cl)c2)c2ccccc12	-2	10	-4	5	-13	13	13	2	-0.8
COC(=O)c1ccc(OC)c(CSc2nnc(COc3ccc(Cl)cc3)o2)c1	1	0	-4	0	-4	-1	3	-5	0.8
COc1ccccc1C(=O)Nc1nnc(-c2ccccc2)s1	1	3	0	-5	-18	0	6	3	1.5
COc1ccccc1C1CC(c2ccc(C)cc2)Nc2ncnn21 (configuration not stated)	-5	4	2	3	-8	2	8	11	2.7
COc1cccc(Nc2c(F)c(OC)c(F)c(F)c2C(=O)O)c1	8	-1	-1	-2	-24	-2	9	-4	2.0
CC(C)C1NCCc2c1sc1ccccc21 (configuration not stated)	-2	1	2	-6	-8	7	2	10	0.3
COc1ccccc1NC(=O)C(C)N(C)Cc1ccc(Cl)s1 (configuration not stated)	7	-1	6	-5	-7	3	5	0	0.4
CCCCn1c(N)c(N(CC)C(=O)c2cccc(C)c2)c(=O)[nH]c1=O	3	1	-3	1	-6	4	3	-10	-0.2
COC(=O)N/N=C/c1cn(CCOc2ccccc2OC)c2ccccc12	-6	15	-8	6	-6	6	-1	7	0.4
CCc1noc(C)c1C(=O)N(CC)CC(=O)NCc1ccc(Cl)cc1	7	1	-1	-1	7	0	-1	-24	-1.6
CCOC(=O)C1CCN(C(c2cc3c(C)ccc(C)c3[nH]c2=O)c2nnnn2C2CCCCC2)CC1 (configuration not stated)	-9	11	-12	2	-1	15	-9	-2	-2.0
CCOC(=O)[C@]12CCCC=C1N(Cc1ccco1)C(=O)[C@H](CC(=O)N1CCSCC1)C2	4	-1	2	2	.	10	.	9	.
COCCCNc1oc(/C=C/c2ccccc2)nc1C#N	1	3	-2	-4	0	6	2	-2	-0.9
CCNC(=O)O/N=C(\C)c1sc(-c2ccc(Cl)cc2)nc1C	4	3	-1	-2	3	1	1	9	-1.3
COC(=O)c1ccccc1NC(NC(=O)c1ccco1)C(=O)c1ccc(C)cc1 (configuration not stated)	1	-1	2	0	6	4	1	3	0.3
Cc1ccc(-c2[nH]ncc2C(=O)c2ccc(Br)cc2)c(O)c1	1	3	-1	1	-5	10	11	8	-0.1
C=CCN(CC=C)C(=O)c1ccc(OC2CCN(C(C)=O)CC2)c(OC)c1	3	1	1	1	7	-6	3	-21	2.5
Other compounds follow.
SMILES	CHRM4 PAM	CHRM4 agonist	M5 PAM	M5 ag	CRFBP-R2 block	CHRM5 antagonist	M1 PAM	M4 antag	CRFBP-R2 agonist
CC(Oc1ccccc1)C(=O)Nc1ccc(NC(=O)c2ccccc2)cc1 (configuration not stated)	-2	0	-4	-3	-4	4	0	3	3.4
CC(=O)c1ccc(N2CCCCCC2)c(F)c1	-6	2	1	-8	13	3	-4	4	-1.2
COc1ccc(CNC(=O)Cn2cncn2)cc1OC	7	2	6	4	6	-3	4	-5	1.4
NNC(=O)c1ccc(-c2ccccc2F)cc1	-8	0	-5	-1	-17	1	12	2	1.9
CCCCCOc1ccc(C(=O)OCC(=O)Nc2cc(C)on2)cc1	4	0	-1	3	-31	12	4	-8	4.9
CCCc1c(Cc2cccc(F)c2)ncn1Cc1cccc(-c2ccccc2)c1	-1	4	-2	-4	.	-4	.	11	.
Cn1c(=O)c2cc(NC(=O)NCc3ccccc3)ccc2n1Cc1cccc(C(F)(F)F)c1	1	4	-3	-1	.	-5	7	-10	.
O=C(Nc1ccccc1)c1ccc2c(c1)OCCCO2	-3	2	-5	1	-4	11	1	8	-0.3
CCOC(=O)c1cnc(-n2nc(C)cc2C)nc1-n1nc(C)cc1C	11	2	37*	7	10	25	4	-13	-0.1
CCCC(C(=O)NCC1CCCO1)N(Cc1ccccc1)C(=O)CNS(=O)(=O)c1ccccc1 (configuration not stated)	-6	0	-3	-5	-7	10	5	-4	-1.4
COc1ccccc1CCc1nnc(CCC(=O)NC(C)Cn2nc(C)cc2C)o1 (configuration not stated)	6	1	-4	1	2	-5	8	-9	0.1
CCN(CC)C(=O)CSc1nc2ccccc2o1	5	1	-5	0	-3	5	15	5	-0.2
CCCCN(CCCC)S(=O)(=O)c1ccc(N2CCCC2=O)c([N+](=O)[O-])c1	9	0	-3	2	14	1	3	17	0.0
O=C(CS(=O)(=O)c1ccccc1)N1CCc2ccccc21	-2	1	-2	1	-7	7	4	-7	-0.8
CCOC(=O)N1CCN(C(=O)c2cnc(Nc3ccccc3OC)c3ccccc23)CC1	-17	9	-16	-1	20	16	-13	24	-4.0
Cc1ccc(CN2C3=NCCCN3c3ccccc32)cc1	0	2	-2	-12	-17	1	-4	-8	7.7
CC(C)CC(=O)Nc1ccc2c3c(cccc13)CC2	8	1	4	-5	38	0	5	0	-3.2
O=C(CSCC(=O)OCC(=O)c1ccc(Br)cc1)Nc1cccc2ccccc12	-1	1	-6	-2	45	-1	1	5	-0.4
CC1CCN(CCCNC(=O)c2cc3c(s2)-c2ccccc2OC3)CC1	-3	3	2	1	-3	-7	3	7	1.0
COCCNC(=O)C1(C)CCCN(C(=O)c2cccc(C(F)(F)F)c2)C1 (configuration not stated)	12	1	4	2	.	11	13	-6	.
CCn1cc(C(=O)NCCCOC(C)C)c(=O)c2cc(S(=O)(=O)N3CCOCC3)ccc21	-6	1	3	-3	-5	6	14	-12	0.4
CCOc1ccc(CCNC(=O)CCNS(=O)(=O)c2ccc3c(c2)CCN3C(C)=O)cc1OCC	4	2	0	-2	-7	1	5	1	0.7
CC(=O)NC12CC3CC(C1)CC(C(=O)OCC(=O)NC(=O)c1cccn1C)(C3)C2	3	2	-5	-4	0	-4	4	1	-1.0
CCNC(=O)c1c(NC(C)=O)sc2c1CCCC2	2	0	-4	-1	22	-1	0	-6	-0.2
COc1c(C)cc(Br)cc1C(=O)Nc1ccc(Cc2ccncc2)cc1	-13	4	-19	-12	4	10	-7	-4	0.7

Part of the list above, set out differently:
The line under a structure holds: CHRM4 PAM | CHRM4 agonist | M5 PAM | M5 ag | CRFBP-R2 block | CHRM5 antagonist | M1 PAM | M4 antag | CRFBP-R2 agonist
CCN(CC)C(=O)CSc1nc2ccccc2o1
 : 5 | 1 | -5 | 0 | -3 | 5 | 15 | 5 | -0.2
CC(=O)c1ccc(N2CCCCCC2)c(F)c1
 : -6 | 2 | 1 | -8 | 13 | 3 | -4 | 4 | -1.2

Next results:
SMILES	CHRM4 PAM	CHRM4 agonist	M5 PAM	M5 ag	CRFBP-R2 block	CHRM5 antagonist	M1 PAM	M4 antag	CRFBP-R2 agonist
COc1ccc(-c2cc(C(=O)N(C)Cc3ccccc3)no2)cc1OC	5	0	-1	2	0	1	3	-1	-1.0
C[C@H](CO)N1C[C@H](C)[C@@H](CN(C)S(=O)(=O)c2ccc(Oc3ccccc3)nc2)OCc2cnnn2CCCC1=O	-1	0	-7	-1	-1	3	-5	-2	-1.1
CCSc1nc(O)c(C2OC(=O)c3c2ccc(OC)c3OC)c(=O)n1CC (configuration not stated)	5	-1	0	0	-15	-1	-6	5	3.1
O=C(NCc1ccc2c(c1)OCO2)Nc1ccc(F)cc1	-5	0	-4	-5	0	-2	6	-3	-2.8
Cc1ccc(C)c(Cn2c(=O)n(CCC(=O)NCc3ccco3)c(=O)c3ccccc32)c1	-2	0	-4	-5	1	-2	3	-3	3.4
COCCNC(=O)c1ccc2c(=O)n(Cc3ccco3)c(SCC(=O)NC3CCCCC3)nc2c1	15	3	-6	-3	-11	8	-7	25	0.5
Cc1cc2ccccc2n1CCNC(=O)c1cccs1	0	3	-5	1	8	4	6	1	0.2
CC(c1ccccc1)n1c(Cn2ncc3ccccc3c2=O)n[nH]c1=S (configuration not stated)	-8	2	5	1	6	8	8	11	-0.7
CC(NC(=O)CN1CCN(Cc2cccc(F)c2)CC1)c1ccccc1 (configuration not stated)	0	1	-5	-1	0	10	0	5	0.6
Cc1cnc(C)c(N2CCC(C(=O)NCc3ccco3)CC2)n1	-2	1	5	-3	-6	-3	3	-13	1.6
COc1ccc(CC(NC(C)=O)C(=O)NC2CCN(c3nc(C)cc(C)c3C#N)CC2)cc1OC (configuration not stated)	4	1	3	5	0	8	5	9	1.6
COc1cc(OC)cc(-c2c(Sc3ccccc3)c3cc(-c4ccc(OC)nc4)ccc3n2C)c1	8	0	6	2	.	-14	.	-8	.
CS(=O)(=O)N(CC(=O)NCc1ccncc1)C1CCCCC1	-2	1	0	-4	-9	3	12	10	-2.5
O=C(Nc1ccc(Cl)cn1)C1CCN(c2ncnc3c2nc2n3CCCCC2)CC1	0	8	-10	-7	2	13	-10	-11	-1.3
Cc1ccccc1NC(=O)c1ccc2c(c1)C(=O)N(CCC(C)C)C2=O	-5	2	-1	-3	4	-2	-3	-4	-0.7
COc1ccc(N(CC(=O)NC2CCCCC2)C(=O)CCCC(=O)Nc2ccccn2)cc1	4	1	0	-3	-8	9	9	-11	0.2
CCN(CC)C1CCN(C(=O)c2ccc(OC3CCN(C(=O)CCOC)CC3)cc2)C1 (configuration not stated)	13	1	5	-1	17	-6	7	-23	0.7
COc1cc2c(cc1NC(=O)CSc1ccc(Cl)cc1)oc1ccccc12	1	0	-4	0	-20	10	4	4	0.5
COc1ccc(C(=O)/C=C(\C)Nc2ccc3c(c2)OCO3)cc1	-5	0	-2	1	13	1	3	14	1.3
COc1cccc(CNC(=O)COC(=O)/C=C/c2ccc(SC)cc2)c1	1	12	-14	-4	4	10	-4	-13	-1.4
COc1ccccc1C(=O)NC(=O)COC(=O)c1nc2nc(C)cc(C)n2n1	2	8	-1	4	-12	5	1	-15	-0.8
CCC(C)NC(=O)CCSc1ccc(C)cc1 (configuration not stated)	1	-1	0	-3	14	3	-4	0	0.1
COc1ccccc1OCC(=O)N1CCC2(CC1)CC(=O)c1ccccc1O2	-2	5	1	-1	2	6	2	-8	-1.4
COc1ccc(NC(=O)/C=C2\SC(=O)NC2=O)cc1	-6	1	4	-2	-4	2	4	0	-0.5
O=C(NCCc1ccccc1)c1cccc2c(-c3ccc(F)c(F)c3)coc12	-1	0	5	-1	.	-5	9	14	.

Single values from the entries so far.
CHRM4 PAM, COc1ccc(NC(=O)/C=C2\SC(=O)NC2=O)cc1 stands at -6
M4 antag, Cc1ccccc1NC(=O)c1ccc2c(c1)C(=O)N(CCC(C)C)C2=O stands at -4
CHRM4 agonist, CCSc1nc(O)c(C2OC(=O)c3c2ccc(OC)c3OC)c(=O)n1CC (configuration not stated) stands at -1
